ERp5 inh: inhibitors of ERp5-driven insulin aggregation, primary screen, biochemical, turbidity, absorbance 650 nm, single point. Protein disulfide-isomerase A6 (Homo sapiens), Q15084. 90 min. inhibition, % at 9.99 µM. 350,000 tested, 0.05% active;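 active = mean replicate inhibition above about 25%, with every replicate also reaching it, limit read from the data, passing the limit was not always enough; inconclusive = only one of those two criteria met; inactive = neither criterion met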
E-sel inducer: E-selectin induction in HUVECs, primary screen, imaging, HUVEC, immunofluorescence imaging, single point; P16581; normalized: neutral wells 0, TNF-alpha wells 100; activation, % at 7.58 µM; 260,000 tested, 0.37% active;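 active = mean E-selectin-positive cell signal at least 10% of the positive control, reached in at least 60% of replicates, without over 20% cell loss; inconclusive = no rule given, readout overlaps actives, possibly toxicity-flagged; inactive = the rest, including those meeting only one limit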;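 also: in these data hits start at about 27%; measured in HUVEC primary endothelial cells; signal is the percent of cells scored E-selectin positive by PE staining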
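System: HUVEC / Compound: single concentration / Signal: immunofluorescence imaging / Read-out: percent E-selectin-positive cells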
S100A4 MyoIIA: inhibitors of S100A4-myosin IIA peptide binding, primary screen, biochemical, fluorescence polarization, TAMRA-MyoIIA peptide; Protein S100-A4 (Homo sapiens), P26447; inhibition, % at 10.7 µM; 360,000 tested, 0.14% active; AID 652163, 2013;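 active = mean inhibition of at least 70% across replicates, with every replicate also reaching that level; inconclusive = mean inhibition reaches 70% but some replicates fall short; inactive = mean inhibition below 70%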
Target sequence (P26447 whole entry, looked up): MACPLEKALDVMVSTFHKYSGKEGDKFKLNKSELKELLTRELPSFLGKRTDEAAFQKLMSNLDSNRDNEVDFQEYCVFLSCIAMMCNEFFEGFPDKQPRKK
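Test system: S100A4 monomer protein; Medium: HEPES pH 7.2 with CaCl2, KCl, NaCl, DTT, Triton; Probe or stimulus: TAMRA-labelled myosin IIA heavy-chain peptide probe, 5 nM; Doses: one dose per compound; Times: polarization read 5 min after assay mix addition, stable 5–60 min; Benchmarks: neutral control DMSO, positive control TFP.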
XiGFP reactiv: activators of inactive X chromosome reactivation, primary screen, imaging, XiGFP fibroblasts, GFP high-content imaging, set 2; 360,000 tested, 0.055% active; AID 743238, 2013; activation, % at 7.58 µM; XiGFP mouse fibroblasts, % GFP-positive cells imaging, 3 d; cells co-treated with 5-aza-dC sensitizer; scaled so ellipticine positive control = 100%;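 active = mean normalized replicate activation at least 10% and every replicate at or above 10%; inconclusive = only one of the two criteria met; inactive = mean below 10% and not all replicates reach 10%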;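 also: 0% = median of on-plate neutral control wells and 100% = ellipticine 6 µM median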
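System: XiGFP fibroblasts, SV40-immortalized. Medium: DMEM plus 5-aza-dC sensitizer. Doses: single point. Timing: 3 d treatment, 15 min room-temperature fixation. Control set: ellipticine 6 µM.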
ERAP1 inh: human ERAP1 aminopeptidase inhibitors, primary screen, biochemical, single point, plate reader; recombinant ERAP1, Leu-AMC fluorescence, 60 min; AID 652197, 2013; Endoplasmic reticulum aminopeptidase 1 (Homo sapiens), Q9NZ08; 340,000 tested, 0.15% active; inhibition, % at 10.7 µM;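 active = mean replicate inhibition of at least 30%, or all replicates individually reaching that 30% level; inactive = mean below 30% and not every replicate reaching it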;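 also: 0% = neutral control wells and 100% = L-leucinethiol positive control wells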
RAD54 branch: inhibitors of human RAD54 branch migration, primary screen, biochemical, fluorescence, single point; DNA repair and recombination protein RAD54-like (Homo sapiens), Q92698; 360,000 tested, 0.14% active; RAD54 Holliday junction branch migration, FAM/BHQ fluorescence; inhibition, % at 10.4 µM;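 active = mean normalized replicate activity at least 40 and at least half of replicates scoring 40 or more; inconclusive = only one of the two criteria met; inactive = mean below 40 and under half of replicates reaching 40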;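 also: 0% = median of neutral control wells and 100% = median of positive control wells; inhibitors cause a drop in the FAM fluorescence signal; in these data hits start at about 50%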
Target sequence (Q92698 whole entry, looked up): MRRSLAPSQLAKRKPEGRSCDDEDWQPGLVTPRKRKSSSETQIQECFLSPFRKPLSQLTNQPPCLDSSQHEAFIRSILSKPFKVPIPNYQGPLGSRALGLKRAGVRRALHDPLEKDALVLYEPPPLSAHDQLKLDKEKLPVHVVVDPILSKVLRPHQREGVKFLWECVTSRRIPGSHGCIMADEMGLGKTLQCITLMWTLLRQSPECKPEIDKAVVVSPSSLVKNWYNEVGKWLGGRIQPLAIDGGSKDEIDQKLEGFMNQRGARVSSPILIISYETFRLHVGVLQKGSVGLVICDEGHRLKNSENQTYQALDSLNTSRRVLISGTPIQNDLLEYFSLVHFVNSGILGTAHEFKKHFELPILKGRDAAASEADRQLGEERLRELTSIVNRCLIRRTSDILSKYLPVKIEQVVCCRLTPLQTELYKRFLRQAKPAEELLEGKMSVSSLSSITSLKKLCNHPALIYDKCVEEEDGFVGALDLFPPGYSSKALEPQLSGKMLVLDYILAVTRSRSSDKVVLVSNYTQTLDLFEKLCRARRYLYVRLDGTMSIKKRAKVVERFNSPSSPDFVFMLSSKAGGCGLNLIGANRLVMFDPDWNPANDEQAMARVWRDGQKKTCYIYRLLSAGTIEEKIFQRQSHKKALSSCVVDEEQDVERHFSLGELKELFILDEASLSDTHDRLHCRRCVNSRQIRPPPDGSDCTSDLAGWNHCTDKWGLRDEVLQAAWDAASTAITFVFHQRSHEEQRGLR
RAD52 anneal inh: RAD52 DNA annealing inhibitors, primary screen, biochemical, FRET, single point, set 2; DNA repair protein RAD52 homolog (Homo sapiens), P43351; recombinant RAD52 DNA annealing, FRET fluorescence; inhibition, % at 18.7 µM; 360,000 tested, 0.46% active;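 active = every replicate showing at least 50% inhibition; inconclusive = mean inhibition at least 50% but not in every replicate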
esBAF inh: Bmi1 luciferase reporter increase in mESCs, primary screen, esBAF inhibitor project, mouse ES cells, Bmi1 luciferase knock-in, single point. 24 h; 100% = twice the neutral-well signal. reporter increase, % at 12.5 µM. 350,000 tested, 2% active; in the data active = activation above about 40%; inconclusive = no clear call, values can overlap the other calls;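 also: 0% = median of the plate's neutral control wells and 100% = double that signal; a rise in the Bmi1 reporter signal indicates esBAF inhibition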
Active calls of the source: *; ? = inconclusive; . = no result given; & = joins results of further samples.

Sequence of screens – ERp5 inh, E-sel inducer, S100A4 MyoIIA, XiGFP reactiv, ERAP1 inh, RAD54 branch, RAD52 anneal inh, esBAF inh
CC(CS(=O)(=O)c1ccccc1[N+](=O)[O-])N1CCOCC1 (configuration not stated)
  3, ., 0, 0.0, -4, ., -16, .
O=C(C[C@@H]1CC[C@H]2[C@@H](COC[C@@H](O)CN2C(=O)C2CC2)O1)NCc1ccccc1Cl
  -3, -0.2, 6, 0.1, 1, -2, 0, 1
CC(=O)N1CCc2nc3ccccc3cc21
  4, 0.1, -5, 0.0, 2, -2, -8, 5
CCO/N=C(\N)c1[nH]ncc1Br
  6, 6.3, -5, 0.2, 0, 10, -5, -3
Cc1nc(N2CCOCC2)nc(Oc2ccccc2)c1[N+](=O)[O-]
  -11, -0.1, -2, 0.0, 1, ., -6, .
COC(=O)c1c(-c2ccc(OC)cc2)sc2ccc(-c3ccc4c(c3)OCO4)cc12
  3, -0.1, -3, 0.0, 0, -4, -3, -1
COc1cc(OC)cc(C(=O)N2CCN(S(=O)(=O)c3ccc4c(c3)OCCO4)CC2)c1
  -2, -0.3, -2, 0.1, -4, -10, -15, -6
COc1cccc(NC(=S)NC(=O)c2cccnc2)c1
  4, ., -9, 0.0, 1, 1, -4, 22
C[C@H](CO)N1C[C@H](C)[C@@H](CN(C)C(=O)Nc2ccc3c(c2)OCO3)Oc2ccc(NS(=O)(=O)c3ccccc3)cc2C1=O
  6, 0.0, 2, -0.3, -4, 2, -4, 8
COc1cc(OC)c(NC2c3ccccc3C(=O)N2c2cc(C)ccn2)cc1Cl (configuration not stated)
  -1, 0.6, -3, -0.1, 1, 7, -4, 7
Cn1c(=O)n(Cc2ccccc2)c2ccccc21
  -4, ., -3, ., 0, -1, -4, 8
COc1ccc2c3c(n(C)c2c1)[C@H](CO)N(Cc1ccccc1F)CC31CN(C(C)=O)C1
  -6, 0.0, 17, -0.1, -6, ., -48, .
NS(=O)(=O)c1ccc(N2C(=O)CCCC2=O)cc1
  -2, 0.0, -1, 0.0, 1, -1, 35, -6
O=C(c1ccc2c(c1)CCN2S(=O)(=O)c1ccccc1)N1CCN(c2ccccc2)CC1
  -8, ., -12, 0.1, -1, 14, -25, -3
CC(=O)N1N=C(c2cccc([N+](=O)[O-])c2)OC1c1ccc(Br)cc1 (configuration not stated)
  -7, ., 1, 0.1, -2, ., -3, .
Cc1ccc(NC2CCCCC2NS(=O)(=O)c2ccc(Cl)cc2)cc1 (configuration not stated)
  -42, ., -1, 0.2, 0, -1, -7, -3
CCNC(=O)C1(C)CCN(C(=O)c2c(-c3ccccc3)noc2C)C1 (configuration not stated)
  -1, 0.0, 1, 0.2, 4, -1, -4, -9
Cn1c(=O)c2cc(NC(=O)NCc3ccc(Cl)cc3Cl)ccc2n1Cc1ccccc1
  2, -0.3, -2, 0.4, 2, 1, -6, -5
COCCCNCCCOc1ccc(Cl)cc1C(C)(C)C
  7, 0.0, 0, 0.3, 3, ., 19, .
CC(C)C[C@H]1CN(CCCC[C@H]2CNC(=O)C(=O)N2CCc2ccccc2)C(=O)C(=O)N1CC1CCCCC1
  1, 3.9, 1, 0.1, -2, ., 2, .
Fc1ccc(-c2nnc(-c3ccc(F)cc3)o2)cc1
  -1, -0.1, 3, 0.3, -2, -3, -10, 35
CCCNC(=O)Nc1ccc2c(c1)C(=O)N(C)C[C@H](OC)[C@H](C)CN[C@H](C)CO2
  -6, 0.4, 21, 0.7, 2, -4, -2, -9
CN(C)C(=O)C[C@@H]1CC[C@H]2[C@@H](COC[C@@H](O)CN2Cc2ccc(C(F)(F)F)cc2)O1
  ., 0.1, ., 0.7, ., 7, ., -4
O=C(c1cccc(F)c1)N1C[C@@H]2[C@H](c3ccccc31)[C@H](CO)N2C(=O)c1ccccn1
  -2, -0.3, 3, 0.0, 0, 2, -7, -7
C[C@@H]1CN([C@@H](C)CO)C(=O)Cc2cc(NS(=O)(=O)c3ccccc3)ccc2O[C@H]1CN(C)S(C)(=O)=O
  1, -0.2, -1, 0.0&0.2, -3, -7, -15, -3
CCc1nnc(NC(=O)C2Cc3ccccc3C(=O)O2)s1 (configuration not stated)
  2, -1.0, -1, 0.0, 7, -6, -12, -2
NNC(=O)c1cccn(Cc2cccc(C(F)(F)F)c2)c1=O
  2, -0.4, -4, 0.3, -2, 6, -3, 1
Cc1cc(C(=O)NCc2cccnc2)cs1
  -3, ., -4, ., 1, 3, -16, -6
COC(=O)c1ccc(CN2C(=O)C(C)N(C(=O)c3c(F)cccc3F)c3ccccc32)cc1 (configuration not stated)
  0, 0.0, 0, -0.1, -3, -3, 12, 4
Cc1cc(C)cc(NCc2cc(=O)oc3cc(C)c(O)cc23)c1
  -10, ., 3, -0.1, 2, -3, -2, -3

Single records, as listed above. Order of screens: ERp5 inh | E-sel inducer | S100A4 MyoIIA | XiGFP reactiv | ERAP1 inh | RAD54 branch | RAD52 anneal inh | esBAF inh
COC(=O)c1ccc(CN2C(=O)C(C)N(C(=O)c3c(F)cccc3F)c3ccccc32)cc1 (configuration not stated) reads 0 | 0.0 | 0 | -0.1 | -3 | -3 | 12 | 4
Cc1cc(C(=O)NCc2cccnc2)cs1 reads -3 | . | -4 | . | 1 | 3 | -16 | -6

Going on with the list.
Sequence of screens – ERp5 inh, E-sel inducer, S100A4 MyoIIA, XiGFP reactiv, ERAP1 inh, RAD54 branch, RAD52 anneal inh, esBAF inh
CC1=NN(C(=O)c2cc(C)nn2C)C(O)(C(F)(F)F)C1 (configuration not stated)
  0, ., 2, 0.2, 8, ., 4, .
O=[N+]([O-])c1ccc(N/N=C/c2ccccc2O)cc1
  2, ., 6, 0.4, -2, 2, -10, 69*
O=[N+]([O-])c1ccc(Nc2nc(N/N=C/c3cccc(F)c3)nc(N3CCCC3)n2)cc1
  ?, -2.5, -16, -0.1, -3, ., -6, .
Cn1c2ccccc2c2cnn(CC(=O)Nc3ccccc3Br)c(=O)c21
  2, 0.2, 1, ?, ., ., -8, .
COCCCNC(=S)N1CCCN(c2nc3cc(C)c(C)cc3cc2C#N)CC1
  2, ., -8, 0.0, 4, 5, -29, 1
CCC(=O)Nc1cccc(-c2ccc(N3CCCCC3)nn2)c1
  -6, ., 0, 0.0, -1, -3, -11, -5
CCCCn1nnnc1C(c1cc2ccccc2o1)N1CCN(c2ncccc2C#N)CC1 (configuration not stated)
  13, 0.1, 6, -0.1, -1, ., -18, .
COC(=O)c1ccc2c(=O)[nH]c(COC(=O)c3[nH]c(C)c(C(C)=O)c3C)nc2c1
  -7, 0.0, -1, 0.0, 0, 5, -31, -12
O=C(Cc1ccccn1)N[C@@H]1CC[C@@H](CCn2cc(-c3ccccc3)nn2)O[C@@H]1CO
  -3, 0.1, 10, -0.4, -1, 8, 1, 5
Cn1c(SCC(=O)Nc2nncs2)nnc1C1CC1
  1, -0.3, -4, 0.0, 3, 5, -19, 1
O=C(COC(=O)COc1ccc(Cl)cc1Cl)NC1CCCC1
  2, ., -1, -0.1, -3, ., -29, .
Cc1cc(C)cc(C(=O)NCC(=O)OCC(=O)N2CCCCC2)c1
  0, ., 2, 0.0, -1, ., -11, .
O=C(C[C@H]1CC[C@H](NC(=O)Nc2ccc(C(F)(F)F)cc2)[C@@H](CO)O1)NCc1cc(F)cc(F)c1
  -2, 0.3, -8, 0.0, 2, 2, -4, 3
C[C@H]1CN([C@@H](C)CO)S(=O)(=O)c2ccc(C#Cc3ccccc3)cc2O[C@@H]1CN(C)S(C)(=O)=O
  -3, 1.5, 4, -2.1, -3, 2, -27, 7
OCCC1CN(Cc2cccn2-c2cccnc2)CCN1Cc1ccccc1 (configuration not stated)
  1, ., 1, 0.0, 3, ., -13, .
CCCn1nc2cc(C(=O)NCc3ccccc3OC)ccc2c1OCC
  3, -0.4, 19, -0.3, ., 3, -9, 5
CCc1ccc(NC(=O)c2cc(-c3cccs3)on2)cc1
  4, ., -1, -0.2, -3, 2, -9, 39
O=C(COc1ncnc2ccccc12)N1CCN(c2ccccc2)CC1
  0, ., -4, 0.0, -1, ., -14, .
Cc1[nH]nc(C(F)(F)F)c1CCC(=O)NC1CCCCCC1
  -1, ., -9, 0.4, -1, 0, -15, -5
COc1ccc(OCCCC(=O)OCC(=O)N2CCN(S(=O)(=O)c3ccc(C)cc3C)CC2)cc1
  2, -0.1, 1, -0.1, 3, 1, 4, 0
Cc1ccccc1-c1cccc2c3c([nH]c12)[C@@H]1C[C@H]2[C@@H](C(=O)N1CC3)[C@H](C)ON2C
  4, 0.2, -11, 1.1, 0, ., -47, .
CN1C(=O)S/C(=C/c2cccn2-c2cccc(C(=O)O)c2)C1=O
  -1, ., 5, 0.0, 4, 5, -34, 0
CCOc1ccc(S(=O)(=O)/N=C(/Nc2ccc(S(N)(=O)=O)cc2)c2ccccc2)cc1
  -3, -0.7, -5, 0.0, -2, 3, -12, -3
CO[C@H]1CN(C)C(=O)c2ccc(NC(=O)c3ccccc3F)cc2OC[C@@H](C)N(C(=O)c2ccccc2F)C[C@@H]1C
  -1, 1.0, 2, 0.1, -1, 13, 8, 21
COc1ccc2[nH]c3c(c2c1)CCN1C(=O)C(CC(=O)NCCCn2ccnc2)C[C@H](C(=O)N2CCCCC2)[C@@]31CCc1ccccc1 (some centres not stated)
  -8, ., -3, 0.0, -3, -6, -6, 3
C[C@H](CO)N1C[C@H](C)[C@@H](CN(C)C(=O)c2cnccn2)Oc2cc(C3=CCCC3)ccc2S1(=O)=O
  -5, -0.5, -11, -1.1, 0, -3, 1, -15
CCOc1ccc(C(=O)OC2CCCN(C)C2)cc1 (configuration not stated)
  -2, ., -1, 0.0, -1, -11, 5, 0
COC(=O)c1ccc(NC(=O)CSc2nnc(C)n2CC2CCCO2)cc1 (configuration not stated)
  -2, 0.8, -4, 0.0, -3, -18, -8, -4
Cn1c(SCc2nc3ccccc3c(=O)[nH]2)nc2ccccc21
  2, ., -16, 0.0, 1, ., -2, .
Cc1noc(C)c1S(=O)(=O)Nc1ccc2c(c1)C(=O)N([C@@H](C)CO)C[C@H](C)[C@H](CN(C)C(=O)Nc1ccccc1)O2
  -6, 0.2, 3, -0.7, -6, -1, -5, -1
CCN1[C@@H]2Cn3c(ccc(-c4ccncc4)c3=O)[C@H]1[C@@H](C(=O)Nc1ccccc1)[C@@H]2CO
  -3, 1.0, -5, 0.0, 1, -25, 4, -5
CSc1ccc(CN2CCC(N3CCC(C(=O)NC4CC4)CC3)CC2)cc1
  -1, -0.1, -6, -0.1, -1, 1, -14, 1
Cc1ccc(S(=O)(=O)NCCC2=CCCCC2)cc1C(N)=O
  -2, -0.3, -2, -0.1, -3, 5, -7, -8
COc1ccc(CCC(=O)N2CCN(C(=O)c3ccccc3)CC2)cc1
  5, -0.3, 2, 0.0, -6, 5, -10, -8
